Anthrax LF prot – Bacillus anthracis LF protease inhibitors, primary screen, biochemical, multiplex microsphere, MLPCN library; hit rate 0.12% among 360,000; inhibition, % at 10 µM; multiplex microsphere protease cleavage assay; Lethal factor (Bacillus anthracis), P15917; AID 588501, 2011; also: plate controls were buffer without enzyme for full effect and enzyme alone for no effect
BioA inh – M. tuberculosis BioA enzyme inhibitors, primary screen, biochemical, plate reader, single point, HTS. inhibition, % at 9.99 µM. hit rate 0.096% among 360,000. purified M. tuberculosis BioA enzyme. 7,8-diaminopelargonic acid synthase BioA (Mycobacterium tuberculosis); in the data active = inhibition above about 40%; inconclusive = no clear call, values can overlap the other calls
PfHsp40 rescue – rescue of yeast from PfHsp40 toxicity, primary screen, S. cerevisiae, ATP luminescence; S. cerevisiae expressing PfHsp40, growth rescue; growth rescue, % at 12.5 µM; hit rate 0.68% among 340,000; in the data active = growth rescue above about 28%, passing the limit was not always enough; inconclusive = no clear call, values can overlap the other calls;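 also: yeast W303a lacking pdr1 and pdr3 grown in galactose medium; growth measured after three days at 30 °C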
FadD28 FP inh – inhibitors of FadD28 bisubstrate probe binding, primary screen, biochemical, fluorescence polarization, single point; hit rate 0.22% among 360,000; AID 588549, 2011; inhibition, % at 12.5 µM; Mycobacterium tuberculosis FadD28 fatty-acid-AMP ligase; in the data active = inhibition above about 8.5%, passing the limit was not always enough; inconclusive = no clear call, values can overlap the other calls
GDH-TPI inh – GDH-TPI coupling enzyme inhibitors, primary screen, artefact control for M. tuberculosis FBA inhibitor project, biochemical, absorbance, full deck; GDH-TPI coupled enzyme counterscreen, NADH absorbance; inhibition, % at 4.8 µM; hit rate 1.2% among 360,000; in the data active = inhibition above about 30%;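 also: 0% = DMSO wells and 100% = wells lacking the enzyme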
Mtb FBA inh – Mtb FBA enzyme inhibitors, primary screen, biochemical, fluorescence, strain H37Rv | inhibition, % at 1 µM | Fructose-bisphosphate aldolase (Mycobacterium tuberculosis (strain ATCC 25618 / H37Rv)), … | hit rate 2.3% among 360,000 | AID 588726, 2011 | purified M. tuberculosis FBA, fluorescence read-out; in the data active = inhibition above about 27%;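 also: 0% = vehicle and 100% = reference inhibitor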
Target sequence (P9WQA3 whole entry, looked up): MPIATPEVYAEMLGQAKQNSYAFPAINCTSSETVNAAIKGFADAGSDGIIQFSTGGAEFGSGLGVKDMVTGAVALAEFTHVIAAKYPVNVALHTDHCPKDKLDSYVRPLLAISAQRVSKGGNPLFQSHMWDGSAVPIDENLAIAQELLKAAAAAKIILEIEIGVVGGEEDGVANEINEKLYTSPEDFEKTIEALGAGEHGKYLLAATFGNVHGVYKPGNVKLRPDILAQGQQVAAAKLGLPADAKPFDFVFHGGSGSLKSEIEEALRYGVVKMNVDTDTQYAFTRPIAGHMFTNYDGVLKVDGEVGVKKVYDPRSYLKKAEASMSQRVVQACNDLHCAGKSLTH
BoNT-F LC inh – BoNT/F light chain protease inhibitors, primary screen, biochemical, flow cytometry, MLPCN library; Botulinum neurotoxin type F light chain protease (Clostridium botulinum); Multiplex microsphere protease cleavage assay; inhibition, % at 10 µM; hit rate 0.22% among 360,000; AID 588497, 2011; in the data active = inhibition above about 35%, passing the limit was not always enough; inconclusive = no clear call, values can overlap the other calls; also: plate controls were buffer without enzyme for full effect and enzyme alone for no effect
BoNT A protease – BoNT/A light chain protease inhibitors, primary screen, biochemical, flow cytometry, MLPCN library; AID 588499, 2011; Botulinum neurotoxin type A light chain protease (Clostridium botulinum A str. ATCC 3502); inhibition, % at 10 µM; multiplex microsphere protease substrate cleavage; hit rate 0.17% among 360,000; also: plate controls were buffer without enzyme for full effect and enzyme alone for no effect
UGM FP inh – M. tuberculosis UGM enzyme inhibitors, primary screen, biochemical, fluorescence polarization, single point; hit rate 0.06% among 320,000; inhibition, % at 10 µM; UDP-galactopyranose mutase (Mycobacterium tuberculosis (strain ATCC 25618 / H37Rv)), …; AID 504406, 2011; purified UGM, fluorescence polarization probe displacement; in the data active = inhibition above about 10%, passing the limit was not always enough; inconclusive = no clear call, values can overlap the other calls
Target sequence (P9WIQ1 whole entry, looked up): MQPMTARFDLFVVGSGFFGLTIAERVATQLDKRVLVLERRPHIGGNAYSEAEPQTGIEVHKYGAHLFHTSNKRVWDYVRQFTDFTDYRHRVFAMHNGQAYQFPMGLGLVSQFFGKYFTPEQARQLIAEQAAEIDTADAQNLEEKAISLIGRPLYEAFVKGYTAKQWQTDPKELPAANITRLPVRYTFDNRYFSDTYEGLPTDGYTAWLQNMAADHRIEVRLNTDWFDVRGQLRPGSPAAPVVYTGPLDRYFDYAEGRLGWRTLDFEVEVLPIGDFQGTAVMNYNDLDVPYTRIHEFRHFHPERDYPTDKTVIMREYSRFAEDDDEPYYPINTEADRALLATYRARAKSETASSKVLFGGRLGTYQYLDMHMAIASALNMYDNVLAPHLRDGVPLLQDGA
Active calls of the source: *; u = inconclusive; x = no result given. Rule as the data show it, unless noted: active = inhibition above about 30%; inconclusive = no clear call, values can overlap the other calls; inactive = below that.

SMILES	Anthrax LF prot	BioA inh	PfHsp40 rescue	FadD28 FP inh	GDH-TPI inh	Mtb FBA inh	BoNT-F LC inh	BoNT A protease	UGM FP inh
CCN(CCNC(=O)C1CCCN(S(=O)(=O)CC)C1)c1ccccc1 (configuration not stated)	3	x	0.0	-1.2	-2	5	3	0.6	-0.4
CCCn1nc(-c2nnc(-c3ccc(C)c(C)c3)o2)c2ccccc2c1=O	-7	0.5	-0.5	1.4	10	1	5	-0.2	-1.6
CN(C)C=NC(=O)c1cn(-c2ccc(F)cc2)c(=O)c2ccccc12	0	x	0.6	-1.1	6	3	3	0.3	0.9
CC1CCN(C(=O)CCCl)c2ccccc21 (configuration not stated)	-3	0.6	-0.4	0.5	1	6	-1	0.1	x
COc1ccc(-c2csc(-c3cccs3)n2)c(OC)c1	-3	-0.2	2.0	-1.1	5	6	-4	-0.2	2.5
CC(=O)Nc1ccc(NC(=O)Cn2c(=O)n(-c3ccc(F)cc3)c(=O)c3oc4ccccc4c32)cc1	0	x	-0.9	-3.6	-1	0	-3	0.4	-0.9
COc1cccc(NC(=O)CSc2nnc(-c3ccc(C)cc3)o2)c1	-5	-0.9	-0.8	-0.9	17	1	-7	-0.3	2.4
Cc1c(/C(O)=C2/C(=O)C(=O)N(Cc3cccnc3)C2c2cccs2)cnn1-c1ccccc1 (configuration not stated)	-3	1.3	0.5	-3.0	10	-1	0	-0.2	2.2
O=C(NC1CCCCC1)C(c1cccs1)N(CC1CCCO1)C(=O)c1csnn1 (configuration not stated)	u	4.7	-0.8	-4.8	2	3	-4	1.6	1.0
COc1ccc(NC(=O)C(Br)C(C)C)cc1 (configuration not stated)	2	x	-1.0	0.9	1	4	-1	-0.5	0.8

Overlap with the part before: 3 entries; new compounds follow.
SMILES	Anthrax LF prot	BioA inh	PfHsp40 rescue	FadD28 FP inh	GDH-TPI inh	Mtb FBA inh	BoNT-F LC inh	BoNT A protease	UGM FP inh
Cc1c(/C(O)=C2/C(=O)C(=O)N(Cc3cccnc3)C2c2cccs2)cnn1-c1ccccc1 (configuration not stated)	-3	1.3	0.5	-3.0	10	-1	0	-0.2	2.2
O=C(NC1CCCCC1)C(c1cccs1)N(CC1CCCO1)C(=O)c1csnn1 (configuration not stated)	u	4.7	-0.8	-4.8	2	3	-4	1.6	1.0
COc1ccc(NC(=O)C(Br)C(C)C)cc1 (configuration not stated)	2	x	-1.0	0.9	1	4	-1	-0.5	0.8
Cc1ccc(NC(=O)CN2CCN(Cc3ccccc3)CC2)cc1Cl	-3	x	-1.3	-3.7	-4	3	u	-2.6	1.5
CCOC(=O)c1ccc(NC(=O)c2ccc3c(c2)OCO3)cc1	-2	-1.3	0.1	-2.7	0	2	-8	-0.2	-3.1
CC1C(c2ccccc2)=[N+]([O-])C2(CCCC2)N1O (configuration not stated)	-4	-0.8	-0.2	-2.1	-6	-1	-2	-0.6	3.3
CCN(CC(=O)Nc1cc(Cl)ccc1C)C(=O)CCS(=O)(=O)c1ccc(Cl)cc1	0	0.3	0.1	-4.7	4	-1	-3	-1.3	0.7
O=C(NCCc1ccccc1)c1ccc(Cl)c(S(=O)(=O)N2CCOCC2)c1	-1	-0.4	2.3	-2.4	3	-2	-14	0.8	x
O=C(O)/C=C/c1ccc(-c2cccc(C(F)(F)F)c2)o1	1	x	-0.1	-1.7	30	5	0	0.8	-1.5
CN(C)c1ccc(NC(=O)COC(=O)Cn2nnc3ccccc32)cc1	-1	x	2.4	-0.2	6	0	-10	-1.3	-0.6
COc1cc(C(=O)NCCCNc2ccc([N+](=O)[O-])cc2)cc(OC)c1OC	0	x	0.5	-3.9	0	-5	1	0.3	-0.9
CCCCc1c(C)[nH]c2nc3ccccc3n2c1=O	-5	11	-0.4	1.0	7	7	5	-0.9	0.0
CCC(Sc1nc(-c2ccccc2)c(C#N)c(=O)[nH]1)C(=O)Nc1cc(C)on1 (configuration not stated)	-1	2.0	-0.5	-16	-1	-1	-8	-1.0	0.1
Cc1cc(C)cc(N(CC(=O)NCC2CCCO2)S(=O)(=O)c2c(C)noc2C)c1 (configuration not stated)	-6	0.2	-0.8	-1.9	4	0	-2	-1.2	-1.1
COc1ccc(-c2cc(C(=O)N(C)CC(=O)Nc3ccccc3Br)c3ccccc3n2)cc1OC	0	-2.1	-0.5	-3.7	15	0	4	2.1	-1.0
Cc1ccc(-n2c3c(cc(C(=O)NC4CCSC4=O)c2=O)C(=O)CCC3)cc1 (configuration not stated)	-2	32	0.4	1.7	17	4	1	0.0	-0.6
COc1cc(OC)c(OC)cc1/C=C1\C(=O)NC(=O)N(Cc2ccccc2)C1=O	-3	-0.3	0.0	-2.9	-3	7	-1	0.3	0.1
COc1ccc(OC)c(C2CC(=O)N3CN(c4ccccc4F)CSC3=C2C#N)c1 (configuration not stated)	6	-5.2	0.1	-0.7	19	5	6	0.7	1.9
Nc1nonc1C(=O)N1CCCC1	4	-0.6	0.2	-2.4	3	3	-1	-1.0	0.8
Cc1ccc(/C=C2\Sc3ccccc3C2=O)s1	0	-1.0	-0.2	0.9	15	-10	-2	3.6	0.1
CC1(c2ccc3noc(-c4ccc(F)cc4)c3c2)OCCO1	4	-2.8	-0.4	-0.9	6	-2	-6	-0.4	2.9
CCOc1ccc(N/C(C)=C\C(=O)c2ccc3c(c2)OCCO3)cc1	-3	x	2.2	-4.2	4	1	-7	-1.8	1.3
O=C(NC12CC3CC(CC(C3)C1)C2)N1CCCC(CO)C1 (configuration not stated)	0	0.1	-0.3	-1.0	1	2	2	0.7	-0.2
O=C(Nc1ccc(OCc2ccccc2)cc1)Nc1cccnc1	9	1.6	3.6	-1.9	9	-1	12	-2.1	-1.4
CC(=O)NC(C)C(=O)OCC(=O)Nc1ccc(Br)cc1 (configuration not stated)	-27	x	-1.1	-3.2	-6	0	4	1.2	1.0
COc1ccc([C@H]2C[C@H](O)[C@@H](n3cc(COC(=O)c4ccccc4)nn3)CN2C(=O)C2CCCCC2)cc1	6	-2.0	x	-2.0	-15	0	6	0.0	x
CCN(CC(=O)NCc1ccc(Cl)cc1)C(=O)CSc1cccc(C(F)(F)F)c1	-3	x	0.4	-7.6	-7	3	-18	-10	0.5
Cc1ccc(Nc2n[nH]c(C)c2[N+](=O)[O-])c(C)c1	0	-0.3	-0.9	-4.2	16	-8	3	0.0	-5.0
CCSC1=NCCN1C(=O)C(C)(C)Oc1ccc(Cl)cc1	0	x	-0.2	-2.3	4	-2	-2	0.2	2.8
CCOC(=O)C1C(=O)CC(=O)C(C(=O)OCC)C1c1ccc(O)cc1 (configuration not stated)	2	2.1	x	-0.3	7	0	-5	-0.3	x
O=C(CNc1ccc(Cl)cc1)NNC(=S)NCc1ccccc1	-3	x	-0.2	1.1	3	1	-1	-0.2	-0.3
COC(=O)c1ccc2c(c1)C(C)(C)C(/C=C/c1ccccc1O)=[N+]2C	-3	x	-0.7	-11	4	15	-26	3.0	-6.0
COc1ccc(CNC(=O)C[C@H]2C(=O)N(Cc3ccc(OC)cc3)C[C@@H]2Cc2ccccc2)cc1	-6	2.1	0.8	-4.3	7	0	-1	0.0	1.9
Cc1ccc(NS(=O)(=O)c2cccc(C(=O)N3CCN(c4ncccn4)CC3)c2)cc1	2	-0.1	-1.0	0.3	7	-1	-6	0.4	2.6
COC(=O)C1=C(C(=O)OC)[C@@H]2Nc3ccccc3[C@@]23C[C@@H](C(=O)OC)N(C(=O)c2cc(C)oc2C)C3=N1	-19	-0.3	-0.5	-1.8	10	2	-2	-0.2	0.6
CCCn1nc(Oc2nc(SC)nc(N(C)C)n2)ccc1=O	0	-0.4	0.0	0.2	7	2	4	0.1	0.1
CC(C)(C)SCCNS(=O)(=O)c1ccc2ccccc2c1	-4	x	3.4	-0.2	1	2	-5	-1.9	1.3
Cn1c(=O)[nH]c(=O)c2c1nc(Br)n2CC(O)COCc1ccccc1 (configuration not stated)	1	-0.9	2.1	-4.3	-2	1	4	0.3	-0.4
CCCCn1c(N)c(N(CCOC)C(=O)c2cc(-c3ccc(OC)cc3)nc3ccccc23)c(=O)[nH]c1=O	-2	x	0.1	-6.7	1	5	-2	1.0	-0.7
C=CCN(CC=C)Cc1c(C)[nH]c2ccc(C(=O)OCC)cc2c1=O	-2	-0.9	0.7	-1.4	7	15	-11	0.2	-1.0
CCC(CC)c1nnc(NC(=O)c2cc([N+](=O)[O-])ccc2N2CCCCC2)s1	-2	x	10	-0.3	15	-2	0	1.2	-1.1
CCOC(=O)N1CCN(CC(=O)Nc2ccc(Oc3ccccc3)cc2)CC1	3	-0.9	0.8	-7.5	3	1	-6	0.1	0.0
O=C(Cn1cnc2ccccc2c1=O)NCCC(=O)N1CCC2(CC1)OCCO2	-1	1.7	-1.4	-2.2	12	-3	4	0.4	-1.2
CN(C)Cc1csc(Nc2ccc(C(=O)c3ccccc3)cc2)n1	0	1.3	x	-1.6	24	-4	2	-0.3	x
O=C(Nc1ccccc1)c1cc2c(=O)c3ccccc3oc2nc1C(F)(F)F	-4	2.8	0.3	-2.6	2	-2	-3	0.8	3.4
CSc1ccccc1NC(=O)C1CC(c2ccccc2O)=NO1 (configuration not stated)	2	-1.6	0.5	-4.5	-1	0	-2	-0.6	0.5
O=C(c1ccccc1)N1CCN(S(=O)(=O)c2cccs2)CC1	-1	-1.4	-0.6	3.1	-6	2	-2	-3.6	1.3
O=C(COC(=O)Cc1ccc(S(=O)(=O)N2CCOCC2)s1)Nc1ccccc1Cl	8	-4.4	-0.6	-4.0	-10	-3	0	0.9	-0.7
Cc1cc(C(=O)N2CCN(c3ccccc3)CC2)c(C)o1	-1	-1.2	1.4	-2.3	6	-1	-2	-1.8	3.6
O=C(CSc1nnc2ccc(-c3ccccn3)nn12)NCC1CCCO1 (configuration not stated)	1	-0.9	0.7	-3.1	2	1	5	0.9	0.1
CCCCc1nnc(NC(=O)CN2C(=O)NC3(CCCCC3)C2=O)s1	-4	-2.7	1.6	0.5	2	2	-8	-1.2	-0.9
CCOC(=O)CCCNC(=O)COC(=O)c1cccc(F)c1	-4	0.0	-1.1	3.7	-2	8	0	0.1	2.9
CN(C)S(=O)(=O)c1ccc(C(=O)NNc2nc(-c3ccccc3)c3cc(Br)ccc3n2)cc1	-3	x	0.3	-3.2	-2	2	-1	0.1	1.1
Further entries:
SMILES	Anthrax LF prot	BioA inh	PfHsp40 rescue	FadD28 FP inh	GDH-TPI inh	Mtb FBA inh	BoNT-F LC inh	BoNT A protease	UGM FP inh
COC(=O)C1=C(C)NC(C)=C(C(=O)OC(C)C)C1c1cccc2nonc12 (configuration not stated)	8	3.4	-0.5	-1.7	14	-2	-7	7.0	-3.9
O=C(O)CNCC1COc2ccccc2O1 (configuration not stated)	-10	-2.3	9.9	-2.9	-5	6	3	0.8	1.1
COc1ccc2[nH]c(=O)c(CNc3cc(C)ccc3C)cc2c1	-6	x	0.0	-3.5	10	11	-20	0.6	0.9
O=P1(O)C=C(c2ccccc2)NC(c2ccccc2)=C1	-1	0.9	1.7	-3.5	-7	0	8	0.6	-1.4
CCCc1cc(C(=O)N2CCC(n3nccc3NC(=O)c3ccc(OC)cc3)CC2)no1	-1	1.4	0.7	-0.9	7	0	-4	0.1	4.9
COc1ccc(S(=O)(=O)n2[nH]c(=O)c(CCO)c2C)c([N+](=O)[O-])c1	7	-1.3	0.2	0.6	-2	9	1	-0.8	-0.7
C/C(=N\NC(=O)CN1CCN(Cc2ccc(C)cc2)CC1)c1ccncc1	1	-2.6	-2.1	-2.2	5	-4	-2	0.2	2.6

From PubChem BioAssay

Hits appear at their usual frequency, and some 4.7% of all compounds hit somewhere here.
